# Screening data as filed in PubChem.
# miR122 inh = inhibitors of miR-122 in Huh7 cells | Huh7 miR-122 Renilla luciferase sensor, 48 h; neutral wells = 0, positive control = 100 | activation (reporter increase), % at 12.5 µM | hit rate 0.3% among 340,000;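 active = mean replicate activation score at least 90 and every replicate individually at or above 90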;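 note: higher luciferase means less miR-122 activity so hits act as miR-122 inhibitors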
# Statin myotox sup = suppression of simvastatin myotoxicity. rescue of ATP level, % at 7.49 µM. C2C12 myotubes + simvastatin, ATP luminescence, 48 h; scaled: DMSO 0, geranylgeraniol control 100. AID 602340. hit rate 0.78% among 330,000;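 active = mean ATP rescue above about 67%, or every replicate alone reaching that limit, limit read from the data, passing the limit was not always enough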;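 note: myotubes were challenged with 10 µM simvastatin during compound exposure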
# esBAF inh = blocks esBAF chromatin remodeling in mouse ES cells; Bmi1-luciferase knock-in reporter, 24 h; 100% = twice the neutral-well signal; reporter increase, % at 12.5 µM; hit rate 2% among 350,000; in the data active = activation above about 40%;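 note: 0% = median of the plate's neutral control wells and 100% = double that signal; a rise in the Bmi1 reporter signal indicates esBAF inhibition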
# SIRT5 inh = inhibitors of human sirtuin-5 desuccinylase | Q9NXA8 | AID 652115 | inhibition, % at 15 µM | hit rate 1.1% among 330,000 | Purified SirT5, succinyl-peptide AMC, trypsin-coupled fluorescence; in the data active = inhibition above about 15%
# Target sequence (Q9NXA8 whole entry, looked up): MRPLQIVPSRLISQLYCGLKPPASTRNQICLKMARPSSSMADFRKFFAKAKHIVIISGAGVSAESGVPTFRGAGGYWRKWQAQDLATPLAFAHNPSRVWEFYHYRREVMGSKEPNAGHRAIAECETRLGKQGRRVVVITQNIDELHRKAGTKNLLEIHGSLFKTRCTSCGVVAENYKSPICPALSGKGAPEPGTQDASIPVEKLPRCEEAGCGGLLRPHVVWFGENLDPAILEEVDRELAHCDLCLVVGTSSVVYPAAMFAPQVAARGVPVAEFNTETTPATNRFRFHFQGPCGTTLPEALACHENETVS
# Cneo AK release = Cryptococcus neoformans lysis via adenylate kinase release | AID 651654 | lysis activity, % at 15 µM | C. neoformans lysis, adenylate kinase release luminescence, 4 h; normalised: neutral wells 0, clomiphene wells 100 | hit rate 0.2% among 360,000;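 active = mean lysis activity across replicates of at least 80%, whatever share of replicates individually reach that level; inactive = mean lysis activity below 80%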
#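 Assay system: log-phase C. neoformans yeast / Quantity: yeast cell density of 5 × 10^6 cells/mL / Medium: fresh YPD growth medium / Compound: single dose / Timing: static 4 h at 37 °C with compound, 1 h detection / Measured by: adenylate kinase release luminescence / Read-out: lysis from increased AK signal / Benchmarks: Clomiphene as positive lysis control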
# ARNT-TACC3 inh = ARNT/TACC3 interaction disruption. Q9Y6A5. AlphaScreen His-ARNT PAS-B/GST-TACC3 binding, luminescence; TACC3 fragment carries E629A point mutation. inhibition, % at 9.99 µM. hit rate 0.66% among 390,000. AID 623870;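 active = mean inhibition of replicates at least 50% and at least half of replicates each reaching 50%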;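 note: 0% = complete ARNT plus TACC3 wells and 100% = ARNT alone without TACC3; many hits fall short of the cut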
# ERp5 inh = blocks human ERp5 reductase activity on insulin. hit rate 0.05% among 350,000. ERp5 insulin aggregation, absorbance 650 nm, 90 min. AID 651711. Q15084. inhibition, % at 9.99 µM;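 active = mean replicate inhibition above about 25%, with every replicate also reaching it, limit read from the data, passing the limit was not always enough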
# Target sequence (Q15084 whole entry, looked up): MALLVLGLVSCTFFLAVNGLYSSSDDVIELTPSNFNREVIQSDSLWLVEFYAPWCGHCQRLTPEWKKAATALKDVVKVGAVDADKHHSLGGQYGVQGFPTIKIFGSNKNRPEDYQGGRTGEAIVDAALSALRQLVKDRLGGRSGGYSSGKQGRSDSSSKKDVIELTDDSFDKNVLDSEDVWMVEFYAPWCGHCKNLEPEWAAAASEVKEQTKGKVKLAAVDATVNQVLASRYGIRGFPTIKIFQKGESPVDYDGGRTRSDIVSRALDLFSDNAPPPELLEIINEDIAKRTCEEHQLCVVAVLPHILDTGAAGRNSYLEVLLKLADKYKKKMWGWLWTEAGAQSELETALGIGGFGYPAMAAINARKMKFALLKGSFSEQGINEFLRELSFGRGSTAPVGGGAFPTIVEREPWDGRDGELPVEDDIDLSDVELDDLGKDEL
# Active calls of the source: *; . = no result given; [ ] = remark or other dose.
SMILES,miR122 inh,Statin myotox sup,esBAF inh,SIRT5 inh,Cneo AK release,ARNT-TACC3 inh,ERp5 inh
Clc1ccccc1Cc1noc(CN2CCN(c3cnccn3)CC2)n1,.,.,.,3,.,2,0
Cc1ccc(C)c(NC(=O)CCOc2ccccc2)c1,2,0,-5,-3,-1,-5,5
CCOC(=O)C1=C(C)NC2=C(C(=O)c3ccccc32)C1c1ccc([N+](=O)[O-])o1 (stereo unspecified),1,.,.,0,3,3,4
O=C(Nc1ccccc1F)N[C@H]1C=C[C@H](CC(=O)N2CCCCC2)O[C@H]1CO,.,5,-2,0,0,-20,2
COc1ccccc1-c1ccc2c(c1)O[C@@H](CN(C)CC1CCOCC1)[C@@H](C)CN([C@@H](C)CO)S2(=O)=O,-4[16.7 µM],12,-6,-13,-3,-4,0
CCc1[nH]nc2c1C(c1cccc(OC(=O)N3CCOCC3)c1)C(C#N)=C(N)O2 (stereo unspecified),-7,11,2,-1,.,-1,-2
COc1ccc(C(CNC(=O)c2ccc(OCc3c(C)noc3C)cc2)N2CCCC2)cc1 (stereo unspecified),.,-14,3,0,-1,4,.
Nc1nnc(SCC(=O)c2ccc3c(c2)NC(=O)CO3)s1,.,.,.,-5,.,-2,4
Cc1nn(-c2ccccn2)c2c1C(c1ccsc1)C1=C(CCCC1=O)N2 (stereo unspecified),-7,-10,11,.,.,2,.
O=C(COC(=O)Cc1ccc(Br)cc1)NCc1ccc(F)cc1,.,.,.,2,.,-8,2
CN1CCC(N(C)C(=O)CCc2nc3ccccc3c(=O)[nH]2)CC1,-4,11,6,.,1,8,.
CCc1nnc(NC(=O)c2cccc(S(=O)(=O)N3CCN(C)CC3)c2)s1,4,7,-3,9,0,.,3
COCCNC(=O)CN1C(=O)c2cccc3cccc1c23,0,-9,-2,0,1,10,1
CCN(CC)CCNC(=O)c1ccc(NC(=O)Nc2cccc3ccccc23)cc1,-4,15,-5,-2,0,.,2
Cc1csc2ncc(C(=O)N3CCc4ccccc43)c(=O)n12,.,-8,-4,-9,0,-2,-7
O=C(CC1(C(F)(F)F)OCCO1)Nc1ccc2c(c1)OCO2,4,-1,8,.,0,1,.
O=C(Nc1ccc([N+](=O)[O-])cc1)N1CCCCC1,.,.,.,-4,.,-8,-2
N=C1c2ccccc2-c2ccccc21,-5,-5,2,2,-1,2,1
Cc1[nH]c2ccccc2c1SCC(=O)N1CCC(C)CC1,.,.,.,-4,.,-4,-1
CC(C)C[C@H]1CN([C@@H](Cc2ccc(O)cc2)CN2CCC[C@@H]2CN2C(=O)C(=O)NC[C@@H]2Cc2ccccc2)C(=O)C(=O)N1CC1CCCCC1,8,0,-1,-4,0,-3,-5

# Pulled by compound from the entries so far, 5 records:
SMILES,miR122 inh,Statin myotox sup,esBAF inh,SIRT5 inh,Cneo AK release,ARNT-TACC3 inh,ERp5 inh
COCCNC(=O)CN1C(=O)c2cccc3cccc1c23,0,-9,-2,0,1,10,1
CCN(CC)CCNC(=O)c1ccc(NC(=O)Nc2cccc3ccccc23)cc1,-4,15,-5,-2,0,.,2
Cc1[nH]c2ccccc2c1SCC(=O)N1CCC(C)CC1,.,.,.,-4,.,-4,-1
CC(C)C[C@H]1CN([C@@H](Cc2ccc(O)cc2)CN2CCC[C@@H]2CN2C(=O)C(=O)NC[C@@H]2Cc2ccccc2)C(=O)C(=O)N1CC1CCCCC1,8,0,-1,-4,0,-3,-5
CN1CCC(N(C)C(=O)CCc2nc3ccccc3c(=O)[nH]2)CC1,-4,11,6,.,1,8,.

# More compounds.
SMILES,miR122 inh,Statin myotox sup,esBAF inh,SIRT5 inh,Cneo AK release,ARNT-TACC3 inh,ERp5 inh
CC(C)(C)OC(=O)NC(CNCc1ccccc1)Cc1ccccc1 (stereo unspecified),-13,11,0,.,1,-9,1
Cc1ccc(Cn2c(Sc3nccc(C)n3)nc3c2c(=O)[nH]c(=O)n3C)cc1,-10,3,-8,.,2,2,.
CCOc1ccc2oc(-c3ccccc3)c(C(=O)N3CCN(C)CC3)c2c1,9,-13,-6,.,0,1,.
Cc1ccc(C(=O)Cn2c(C(=O)/C=C/c3ccccc3)nc3ccccc32)cc1,11,-42,-36,.,4,-2,.
CCOC(=O)c1ccc(NC(=O)c2c(Cl)cc(C)nc2C)cc1,22,-9,14,-1,-1,27,-1
O=S(=O)(c1ccc(F)cc1)N1CCCCN2[C@@H](CO)[C@@H](c3ccc(-c4cncnc4)cc3)[C@@H]2C1,16[16.7 µM],9,2,7,54,-2,-1
CCc1ccccc1NC(=O)COC(=O)c1cccs1,2,-2,-7,0,-1,-3,1
Cc1ccc(N(C(C)C(=O)Nc2ccccc2C(=O)N2CCOCC2)S(C)(=O)=O)cc1C (stereo unspecified),2,-1,1,.,5,-3,.
COc1ccccc1NC(=O)C1CCCN(S(=O)(=O)c2cccc3nsnc23)C1 (stereo unspecified),1,-1,1,.,0,8,.
COc1ccc2c(-c3cnc(N4CCOCC4)nc3)c(-c3ccc(S(C)(=O)=O)cc3)sc2c1,-5,-11,14,.,2,-3,0
COc1ccc(NC(=O)Nc2ccc3c(c2)C(=O)N([C@H](C)CO)C[C@H](C)[C@@H](CN(C)C(=O)Nc2cccc4ccccc24)OCCCC[C@@H](C)O3)cc1,4[16.7 µM],-22,3,5,-1,-9,-1
Cc1[nH]c2ccc(C(=O)Nc3ccncc3)cc2c1C,-16,-14,12,-3,-1,12,1
CCOc1ccccc1CN1CCNC(=O)C1CC(=O)N(C)CCc1cnn(C)c1 (stereo unspecified),-4,-17,18,2,-1,-4,0
CCc1cccc(CC)c1NC(=O)CSc1nc2ccc(N3C(=O)C4C(C3=O)[C@H]3C=C[C@@H]4C3)cc2s1 (stereo partly specified),-2,.,.,0,2,-1,1
COc1ccc(CN(C)C(=O)/C=C/c2ccc(S(=O)(=O)N3CCCCCC3)cc2)cc1,-1,1,9,-4,-2,21,0
CCc1ccc(NC(=O)C2C3/C=C\CCCCC32)cc1 (stereo unspecified),5,-15,61*,.,0,-4,.
COc1ccc(-c2ccc3c(c2)[C@H]2[C@H](CCN2Cc2cncnc2)[C@H](CO)N3)cc1,1[16.7 µM],20,13,0,-14,12,0
COc1ccc(CCNC(=O)c2cccnc2)cc1OC,-4,.,-11,.,2,-4,.
Cc1cc(C(=O)OCC(=O)c2cccs2)c2ccccc2n1,1,5,0,0,.,-1,6
COc1ccc(C(=O)NCC(=O)OCC(=O)NC23CC4CC(CC(C4)C2)C3)cc1,-1,14,-3,2,2,.,-12

# Entries from the list above with a nitro group on carbon (2):
SMILES,miR122 inh,Statin myotox sup,esBAF inh,SIRT5 inh,Cneo AK release,ARNT-TACC3 inh,ERp5 inh
CCOC(=O)C1=C(C)NC2=C(C(=O)c3ccccc32)C1c1ccc([N+](=O)[O-])o1 (stereo unspecified),1,.,.,0,3,3,4
O=C(Nc1ccc([N+](=O)[O-])cc1)N1CCCCC1,.,.,.,-4,.,-8,-2

# Additional compounds:
SMILES,miR122 inh,Statin myotox sup,esBAF inh,SIRT5 inh,Cneo AK release,ARNT-TACC3 inh,ERp5 inh
COc1ccc(-c2cc(=O)c3ccccc3[nH]2)cc1,1,-4,10,.,-3,-21,-3
Cc1cnc(C(=O)N2CCN(S(=O)(=O)c3ccc(F)c(F)c3F)CC2)cn1,-6,2,4,-5,-1,0,5
Cc1ccc(Cn2nnc3c(=O)[nH]c(C4CCCN(S(=O)(=O)c5ccccc5F)C4)nc32)cc1 (stereo unspecified),3,-5,0,-2,-1,-22,1
CC1=NN(C(=O)CSCc2ccccc2)C(O)(c2ccc(Cl)cc2)C1 (stereo unspecified),.,.,.,10,.,-3,0
COCCNC(=O)[C@@H]1[C@@H](CO)[C@@H]2Cn3c(ccc(-c4cccc(F)c4)c3=O)[C@H]1N2C(=O)NC(C)C,.,4,2,-42,1,2,2
CCOc1ccc(CN(C)CC(=O)Nc2ccccc2C(=O)NC2CC2)cc1,-8,2,-2,0,-1,-4,-4
Oc1ccc2c(c1)c1c3n2CCNC3CCC1 (stereo unspecified),.,2,3,-5,0,-10,4
CCCOc1ccc2oc(=O)c3c(c2c1)CCCN3C(=O)CN(C)Cc1ccccc1,23,38,4,.,0,14,.
Cn1cnc(S(=O)(=O)N[C@@H]2CC[C@H](CC(=O)N3CCN(c4ccccc4)CC3)O[C@@H]2CO)c1,-1[16.7 µM],9,-1,-14,0,1,-3
CCNC(=O)CC1C(=O)N(c2ccc(F)cc2)C(=O)N1CCc1ccc(OC)cc1 (stereo unspecified),3,-9,1,.,3,-4,.
N=C1SC(c2ccccc2)C(=O)N1c1ncc(Cc2ccccc2Cl)s1 (stereo unspecified),-2,.,.,.,-2,10,.
COc1ccc(NC(=O)C2CCN(C(=O)c3cccs3)CC2)c(OC)c1,-8,-3,2,.,-3,-5,.
O=C(C[C@@H]1CC[C@H]2[C@@H](COC[C@@H](O)CN2C(=O)Nc2ccc(Cl)cc2)O1)NC1Cc2ccccc2C1,3[16.7 µM],-13,13,3,50,-6,2
CC1CCCN(C(=O)C2CCN(S(=O)(=O)c3cccs3)CC2)C1 (stereo unspecified),1,2,0,-4,1,.,4
COc1ccccc1C(=O)NCCC(=O)NC1CCCCCC1,-7,1,-1,-2,0,6,2
COc1ccccc1OCC(=O)NNC(=S)NC(=O)c1ccco1,-3,-2,-3,.,2,0,.
O=C1CC(N2CCC(O)(c3ccc(Cl)cc3)CC2)C(=O)N1 (stereo unspecified),-6,-18,4,.,-1,-13,.
CCCNC(=O)C1CCC(CNS(=O)(=O)c2cccc3nsnc23)CC1 (stereo unspecified),.,7,-2,0,-16,-1,-3
O=C(C[C@H]1C[C@@H]2c3cc(NC(=O)Nc4ccccc4F)ccc3O[C@@H]2[C@@H](CO)O1)NCc1cc(F)ccc1F,-8[16.7 µM],6,29,6,2,-1,0
CCc1ccc(NC(=O)CSc2nc(=O)n(CCCN(C)C)c3c2CCC3)cc1,2,-10,-3,0,5,-1,-2
COC(=O)CN1C(=O)COc2ccc(S(=O)(=O)NCc3ccc(Cl)cc3)cc21,-1,-7,-4,-5,.,-5,2
C[C@@H]1CN([C@H](C)CO)C(=O)c2cccc(NS(=O)(=O)c3ccc(F)cc3)c2O[C@H]1CN(C)Cc1ccc(-c2ccccc2)cc1,11[16.7 µM],20,4,4,-3,0,9
O=C(CC1NCCNC1=O)Nc1ccc(Oc2ccccc2)cc1 (stereo unspecified),-5,-8,16,.,-1,-1,.
CCCCNC(=S)Nc1cc([N+](=O)[O-])ccc1C,11,.,.,.,1,0,.
CC(NC(=O)c1ccc(F)cc1)c1ccccc1 (stereo unspecified),6,-13,-1,.,.,1,.
Cc1c(C(=O)NCc2ccc3c(c2)OCO3)oc2ccc(S(=O)(=O)N3CCCC3)cc12,-1,-12,5,.,-5,3,.
O=C(c1cc(COc2ccc3ncccc3c2)on1)N1CCCCCC1,.,.,.,-2,.,-3,5
COc1cc(NC(=O)c2ccc(OC)c([N+](=O)[O-])c2)ccc1NC(=O)c1cccs1,-1,.,.,.,1,-6,.
CC(=O)N1[C@H](C(=O)Nc2nccs2)[C@@H](CO)[C@@H]2Cn3c(ccc(/C=C/c4ccccc4)c3=O)[C@@H]21,.,22,1,-56,7,-11,0
O=C(C[C@H]1C[C@@H]2c3cc(NS(=O)(=O)c4ccc(F)cc4)ccc3O[C@@H]2[C@@H](CO)O1)NCc1ccc(Oc2ccccc2)cc1,3[16.7 µM],-27,-41,15*,-1,-3,-1
CNc1nc(NCc2ccccc2)c2ccccc2n1,2,-47,-4,-5,-2,3,-3
CC(C)CC#Cc1ccc2c(c1)O[C@H](CN(C)C(=O)C1CCC1)[C@@H](C)CN([C@@H](C)CO)S2(=O)=O,19[16.7 µM],-16,-5,6,109*,2,4
COCC(=O)Nc1ccc2c(c1)OC[C@@H](C)N(Cc1cccc(F)c1)C[C@@H](C)[C@@H](OC)CN(C)C2=O,.,-5,3,2,-2,-1,-5
CCOC(=O)c1sc(NC(=O)COC(=O)c2ccco2)nc1C,-5,.,-10,.,2,-2,.
Cc1ccc(-n2c(SCc3ccc(C(=O)O)cc3)nnc2-c2ccncc2)cc1,.,.,.,-2,.,29,-2
Cc1ccc(-c2nn(-c3ccccc3)cc2C(=O)NN2CCN(C)CC2)cc1,-3,-4,-5,-1,-5,4,-4
